STEP inh: STEP phosphatase inhibitors, primary screen, biochemical, fluorescence intensity, uHTS | 360,000 tested, 0.25% active | inhibition, % at 20 µM | recombinant STEP, OMFP fluorogenic substrate | AID 588621, 2011;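 active = inhibition at 20 µM, scaled per plate between control wells, above about 37%, limit read from the data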;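 note: 0% = DMSO with enzyme and substrate and 100% = substrate only without enzyme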
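Measure: Control-normalized % inhibition with plate pattern correction | Test system: STEP phosphatase, cell-free reaction | Medium: pH 6.0 Bis-Tris with DTT and Tween 20 | Technique: Fluorescence, 480/540 nm | Times: Reaction 20 min, ambient temperature | Doses: Single compound dose of 20 µM, 1% DMSO final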
SUMO1-SIM PPI: modulators of SUMO1 protein-protein interactions, primary screen, biochemical, uHTS; SUMO1 binding to a labelled peptide, TR-FRET, 1 h; inhibition, % at 20 µM; Small ubiquitin-related modifier 1 (Homo sapiens), P63165; 360,000 tested, 0.33% active; AID 602429, 2012; in the data active = inhibition above about 37%
Target sequence (P63165 whole entry, looked up): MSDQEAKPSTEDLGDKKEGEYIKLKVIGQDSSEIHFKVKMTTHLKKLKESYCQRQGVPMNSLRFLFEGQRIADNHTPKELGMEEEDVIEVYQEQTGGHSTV
SKN-1 block: suppressors of acrylamide-induced Pgst-4::GFP reporter in worms, primary screen, SKN-1 inhibitor project, whole organism, uHTS, GFP/RFP fluorescence ratio, strain VP596. C. elegans VP596 Pgst-4::GFP/RFP ratio, 24 h. inhibition, % at 21.8 µM. 360,000 tested, 0.49% active. AID 624304, 2012;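 active = interference check ratio from 0.5 to 1.5 plus GFP to RFP signal ratio inhibition reaching or exceeding a fixed threshold, cut at about 30% in these data, passing the limit was not always enough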; note: some compounds called inactive have numbers as strong as hits
NadD block: inhibitors of S. aureus NadD, primary screen, biochemical, colorimetric, uHTS; inhibition, % at 20 µM; Nicotinate-nucleotide adenylyltransferase NadD (Staphylococcus aureus N315); AID 602399, 2012; 360,000 tested, 0.78% active; purified NadD enzyme, colorimetric absorbance read-out; in the data active = inhibition above about 26%; note: some compounds past the cut are filed as inactive
LMPTP inh: LMPTP phosphatase inhibitors, primary screen, biochemical, fluorescence intensity, uHTS. Low molecular weight phosphotyrosine protein phosphatase (Homo sapiens), P24666. recombinant LMPTP-A, OMFP fluorogenic substrate. inhibition, % at 20 µM. 360,000 tested, 0.22% active. AID 651560, 2012;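 active = compounds that cut the enzyme signal by at least half of the control window in the single-dose screen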;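 note: plate controls were DMSO wells with enzyme plus substrate for no effect and substrate without enzyme for full effect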
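Test system: LMPTP-A, protein tyrosine phosphatase of low molecular weight; Input: 0.625 nM enzyme; Incubation: 50 min dark incubation at room temperature; Signal: endpoint fluorescence intensity from OMFP dephosphorylation; Read-out basis: % inhibition versus control wells.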
NRP1-CendR mod: modulators of CendR peptide binding to NRP-1, primary screen, biochemical, fluorescence polarization, uHTS; FAM-RPARPAR peptide binding to NRP-1; Neuropilin-1 (Homo sapiens), O14786; inhibition, % at 25 µM; 360,000 tested, 0.85% active;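 active = inhibition or corrected inhibition above about 18%, plus a signal ratio from 0.5 to 1.5, limit read from the data, passing the limit was not always enough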; note: strong numbers were not always called active
Tb MetRS inh: T. brucei MetRS inhibitors, primary screen, biochemical, luminescence. inhibition, % at 11.9 µM. 360,000 tested, 0.4% active. methionyl-tRNA synthetase (Trypanosoma brucei brucei). AID 624268, 2012. purified T. brucei MetRS, ATP depletion, Kinase-Glo luminescence;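 active = inhibition above a per-plate cutoff of the control wells' mean inhibition plus 3 SD, cut at about 5.5% in these data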;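 note: 0% = DMSO wells median and 100% = median of wells with control inhibitor compound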
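Material: parasite MetRS enzyme / Replication: singlicate, one well per compound / Signal: luminescence of leftover ATP / Schedule: 2 h aminoacylation at 25 °C after 15 min preincubation / Medium: HEPES-MgCl2-KCl buffer plus DTT, spermine, BSA, pyrophosphatase / Doses: 11.9 µM single point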
Scp1 inh: Scp-1 phosphatase inhibitors, primary screen, biochemical, colorimetric, uHTS; Carboxy-terminal domain RNA polymerase II polypeptide A small phosphatase 1 (Homo …; Recombinant Scp1, phosphopeptide, malachite green phosphate absorbance; inhibition, % at 20 µM; 340,000 tested, 0.88% active; AID 493091, 2011;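 active = inhibition above about 50% at 20 µM, limit read from the data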;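 note: plate controls were DMSO wells with enzyme for no effect and wells lacking enzyme for full effect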
Target sequence (Q9GZU7 76-261 limits assumed): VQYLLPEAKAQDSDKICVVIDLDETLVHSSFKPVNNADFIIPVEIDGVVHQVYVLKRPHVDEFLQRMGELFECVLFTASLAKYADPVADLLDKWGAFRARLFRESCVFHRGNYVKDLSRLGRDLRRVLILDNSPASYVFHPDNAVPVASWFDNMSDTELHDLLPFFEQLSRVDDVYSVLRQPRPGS
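Test system – truncated SCP-1 phosphatase (76-261aa) · Reagent – Phosphorylated 17-residue peptide substrate · Incubation – 45 min room-temperature reaction, 5 min colour, 30 min stabiliser · Detection – colorimetric phosphate reagent with accelerator and stabiliser, absorbance at 630 nm · Measure – % inhibition at 20 µM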
DNMT1 inh: human DNMT1 methyltransferase inhibitors, primary screen, biochemical, molecular beacon, fluorescence, HinP1I cleavage, uHTS. 360,000 tested, 0.83% active. DNA (cytosine-5)-methyltransferase 1 (Homo sapiens), P26358. inhibition (reported as % activation of signal), % at 10 µM; in the data active = inhibition above about 50%
Neddylation inh: inhibitors of cullin neddylation, primary screen, biochemical, TR-FRET, uHTS, NAE and Ubc12. NEDD8-conjugating enzyme Ubc12 (Homo sapiens) + NEDD8-activating enzyme E1 regulatory …. calls only at 25 µM. 360,000 tested, 0.58% active. AID 651699, 2012; in the data active = inhibition above about 36%
Target sequence (P61081 whole entry, looked up): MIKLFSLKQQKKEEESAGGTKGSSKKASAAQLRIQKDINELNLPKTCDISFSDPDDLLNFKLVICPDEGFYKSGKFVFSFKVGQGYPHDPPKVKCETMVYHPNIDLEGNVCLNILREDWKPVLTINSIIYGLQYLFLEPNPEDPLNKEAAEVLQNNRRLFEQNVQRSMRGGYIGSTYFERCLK
Target sequence (Q13564 whole entry, looked up): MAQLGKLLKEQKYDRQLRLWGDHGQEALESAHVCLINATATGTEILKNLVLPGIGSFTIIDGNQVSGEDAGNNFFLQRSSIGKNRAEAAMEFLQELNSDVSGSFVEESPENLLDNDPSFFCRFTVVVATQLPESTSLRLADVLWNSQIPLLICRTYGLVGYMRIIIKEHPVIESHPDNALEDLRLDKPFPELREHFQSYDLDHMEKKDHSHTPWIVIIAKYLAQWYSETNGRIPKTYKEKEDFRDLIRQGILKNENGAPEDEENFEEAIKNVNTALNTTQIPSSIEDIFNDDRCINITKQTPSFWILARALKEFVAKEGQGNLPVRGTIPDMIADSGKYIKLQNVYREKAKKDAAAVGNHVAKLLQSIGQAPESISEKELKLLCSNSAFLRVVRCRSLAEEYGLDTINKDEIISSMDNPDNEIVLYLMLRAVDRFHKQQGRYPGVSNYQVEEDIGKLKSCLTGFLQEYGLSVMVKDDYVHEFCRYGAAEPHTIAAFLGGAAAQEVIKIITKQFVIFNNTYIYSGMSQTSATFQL
An asterisk follows results filed as active; i = inactive; nt = not tested or not shown. Rows were taken by chance. About 4.6% of those tested had a hit in this group.

SMILES | STEP inh | SUMO1-SIM PPI | SKN-1 block | NadD block | LMPTP inh | NRP1-CendR mod | Tb MetRS inh | Scp1 inh | DNMT1 inh | Neddylation inh
CCCCc1ccc(-c2nc(N)n[nH]2)cc1 | 0 | 4 | 17 | -4 | 0.7 | -1 | 0.0 | -8 | -4 | i
Cc1c(C(=O)NN2CCOCC2)oc2ccccc12 | 1 | -1 | 11 | -3 | -0.9 | -8 | -0.5 | 0 | 2 | i
CC(C)Oc1cccc(NC(=O)C2(C)CCN2C(C)C)c1 (stereo unspecified) | -2 | -2 | 8 | -3 | 2.0 | -10 | -0.2 | nt | 5 | i
CCOCc1nc2nc(Cl)c(Cl)nc2[nH]1 | -2 | 8 | 1 | -4 | -1.9 | -44 | -0.1 | nt | 1 | i
CCN(CC)c1ccc(S(=O)(=O)N2CCOCC2)cc1NC(=O)CSc1cccc[n+]1[O-] | 1 | 0 | -6 | -4 | -2.0 | 3 | -0.6 | 7 | -1 | i
Cc1ccc(OCC(=O)Nc2cc(NC(=O)COc3ccc(C)c(C)c3)cc(C(=O)O)c2)cc1C | 0 | 13 | 4 | 13 | 2.1 | -7 | -0.8 | 18 | -5 | i
Cc1noc(C)c1-c1nnc(-c2ccc(OC(F)(F)F)cc2)o1 | 0 | -3 | 6 | -9 | 0.1 | 2 | -0.5 | -5 | -2 | i
O=C(CSc1nnnn1C1CCCC1)c1ccc2c(c1)OCCO2 | -1 | -1 | 13 | 4 | 0.1 | 2 | -0.2 | -9 | -3 | i
COc1cccc(C(=O)COc2ccc3c(C)cc(=O)oc3c2)c1 | 1 | 3 | 0 | -2 | 0.3 | 10 | 0.0 | 2 | -1 | i
Cc1ccc(S(=O)(=O)NCCC(=O)NCc2cccnc2)cc1 | 1 | 8 | -9 | -3 | -0.6 | -1 | 0.0 | -5 | 2 | i
Cc1cccc(NS(=O)(=O)c2cc(C(=O)N3CCN(C)CC3)ccc2C)c1 | -6 | 3 | 3 | -1 | -0.6 | -17 | 0.6 | 0 | 0 | i
O=C(OCC(=O)N1c2ccccc2Sc2ccccc21)c1ccc[n+]([O-])c1 | -2 | 1 | 0 | 3 | -0.4 | -2 | -0.6 | 1 | -5 | i
O=[N+]([O-])c1ccc(CN2CCCCCC2)cc1 | -4 | -20 | 11 | 0 | -1.4 | 5 | -0.3 | -12 | 2 | i
Cc1csc(=O)n1CC(=O)OCC(=O)c1ccc(Br)cc1 | -2 | -1 | 4 | 1 | 0.6 | -5 | -0.2 | -12 | 1 | i
CCc1ccc(N2C(=O)CN(Cc3ccc(OC)c(OC)c3)C2=S)cc1 | -1 | -2 | -14 | -5 | -1.4 | 12 | -1.6 | -4 | -2 | i
CSCCC(NS(=O)(=O)c1cccs1)C(=O)NCc1cccs1 (stereo unspecified) | -5 | 0 | -2 | 7 | 0.7 | 6 | -1.6 | -2 | -1 | i
O=C(NC1CSCC1OC(=O)c1ccccc1)c1ccccc1 (stereo unspecified) | -1 | -3 | -10 | -2 | -0.6 | -11 | -0.2 | -20 | 0 | i
CCCc1c(C(=O)OCC)[nH]c2c1C(=O)CCC2 | 0 | 5 | 4 | -1 | -0.4 | -16 | 2.0 | 3 | 3 | i
S=C(NCC1CCCO1)N1CCN(Cc2ccccc2)CC1 (stereo unspecified) | 0 | 0 | 4 | 0 | -5.9 | 1 | 0.2 | -11 | 2 | i
COC(=O)c1ccccc1NC(=O)N[C@@H](C)C(=O)OC | 2 | 0 | 3 | -5 | -2.0 | -9 | 1.0 | -1 | -2 | i
O=C(Cc1ccsc1)NNC(=O)c1ccc(F)cc1 | 0 | 5 | -20 | -2 | -0.2 | -11 | -0.5 | 3 | -1 | i
COc1ccc([N+](=O)[O-])cc1NCC(=O)Nc1cc(S(=O)(=O)N2CCCCC2)ccc1C | -2 | -29 | 10 | -1 | 1.2 | 0 | -0.2 | -8 | -9 | i
COCCNC(=O)CSc1nnc(-c2ccccc2)c(-c2ccccc2)n1 | -2 | 0 | 5 | -1 | 0.6 | 5 | -0.8 | 4 | 1 | i
CC(C)(C)CC(=O)OCC(=O)Nc1cc(C(C)(C)C)nn1-c1ccccc1 | 4 | 0 | 8 | 3 | -1.3 | -7 | -0.9 | -6 | -1 | i
Cn1c(-c2ccccc2)cnc1SCC(=O)N1CCCCC1 | 2 | 0 | -11 | -2 | 0.5 | -8 | -0.2 | 1 | 1 | i
Cc1ccc(/C=N/Nc2ccc(F)cc2F)s1 | 2 | -2 | 4 | 2 | 4.1 | -5 | -0.6 | -1 | -6 | i
O=C(COc1ccc(S(=O)(=O)N2CCCCC2)cc1)N1CCOCC1 | -4 | 0 | -5 | 3 | 0.0 | 6 | -0.1 | 4 | 3 | i
CC(=O)Nc1cc(-c2ccc(Cl)cc2)nn1-c1ccccc1 | -2 | 1 | -8 | -6 | 0.0 | -10 | 0.7 | -6 | 0 | i
Cc1[nH]c2ccccc2c1/C=C(\C#N)S(=O)(=O)c1ccccc1 | -2 | -1 | 17 | -12 | 1.6 | 12 | 1.3 | -13 | -5 | i
CCOC(=O)/C(C#N)=C1/C=C(C)c2ccccc2N1 | -1 | -10 | -6 | -3 | 0.8 | 9 | -0.7 | 2 | 0 | nt
O=C1CC(c2c(F)cccc2Cl)C(n2cncn2)C(O)=C1C1NCCc2ccccc21 (stereo unspecified) | -2 | 1 | 7 | 2 | -0.6 | -1 | -0.2 | -7 | 1 | i
COc1ccc(CCn2nnnc2C(C(C)C)N2CCC(C(N)=O)CC2)cc1OC (stereo unspecified) | 4 | 2 | -26 | 3 | -0.4 | -10 | 0.0 | -4 | 1 | i
Nn1c(SCc2cccc(C(F)(F)F)c2)nnc1-c1ccco1 | 1 | 1 | 0 | -4 | -0.7 | -7 | -0.6 | -8 | -6 | i
COc1ccc(Cl)cc1N(CC(=O)N1CCCC1)S(=O)(=O)c1ccc(C)cc1 | -3 | 0 | 5 | -5 | 0.3 | 4 | -0.5 | -6 | 3 | i
CCCc1nc(SCC(=O)N2CCC(C)CC2)c2c(=O)n(C)c(=O)n(C)c2n1 | -2 | 0 | 18 | -5 | -1.1 | 1 | -0.4 | -18 | -2 | i
CCCCN(C(=O)CSCC(=O)Nc1ccc(OC)cc1)c1c(N)n(CCC)c(=O)[nH]c1=O | 0 | 6 | -5 | 3 | -1.3 | 2 | -0.5 | -2 | 0 | i
O=C(CSc1nccn1Cc1ccccc1)Nc1nccs1 | 0 | -1 | -9 | 3 | -3.4 | 11 | -0.5 | -13 | -1 | i
COc1ccc(C(=O)Cc2ccc3c(c2)OCO3)c(O)c1 | 0 | 3 | 10 | 10 | -0.7 | 4 | 0.6 | -4 | -9 | i
COc1cccc(-n2ccnc2SCC(=O)Nc2ccccc2F)c1 | 1 | 2 | -3 | -4 | -1.1 | -14 | -0.7 | -2 | 0 | i
CCC(c1nnc(SCC(=O)Nc2cccnc2Cl)n1-c1ccccc1)N(C)C (stereo unspecified) | -3 | -1 | 5 | 1 | -2.2 | -8 | -0.6 | -5 | 0 | i
Cc1cc(OC(C)C(=O)Nc2ccncc2)ccc1Cl (stereo unspecified) | 0 | 3 | 12 | -2 | -0.4 | 7 | -1.0 | -5 | 1 | i
COc1ccc(N/C=C2\CCc3ccccc3C2=O)cc1 | 2 | -19 | 15 | 1 | 4.1 | -69 | -0.9 | -8 | -13 | i
COCCn1nnnc1C(C(C)C)N1CCSCC1 (stereo unspecified) | -1 | -2 | 3 | 3 | -1.5 | 0 | -0.4 | 67* | 1 | i
C=CCn1c(SCC(=O)Nc2ccc(OC)cc2)nc2c([nH]c3ccccc32)c1=O | 6 | -2 | -2 | 6 | -0.2 | -3 | -0.1 | -5 | 33 | i
CCc1cc(=O)oc2c(C)c(O[C@@H]3O[C@H](CO)[C@@H](O)[C@H](O)[C@H]3O)ccc12 | -2 | -3 | 9 | -3 | -0.5 | 1 | -0.3 | -12 | -2 | i
CCOc1ccccc1-n1c(CN2CCN(C(=O)c3ccco3)CC2)nc2ccccc2c1=O | 28 | -3 | 9 | -1 | 0.3 | -19 | 0.1 | -6 | -2 | i
CN(CCOc1ccc(F)cc1)Cc1ccccc1 | 2 | 7 | 10 | -5 | -1.9 | 8 | 0.4 | -12 | -5 | i
CN(C)S(=O)(=O)c1ccc(C(=O)NCCN2C(=O)S/C(=C\c3cccnc3)C2=O)cc1 | 3 | -19 | 3 | 0 | 1.4 | -12 | -0.7 | -2 | -3 | i

In the list so far, these contain fluorine.
SMILES | STEP inh | SUMO1-SIM PPI | SKN-1 block | NadD block | LMPTP inh | NRP1-CendR mod | Tb MetRS inh | Scp1 inh | DNMT1 inh | Neddylation inh
Cc1noc(C)c1-c1nnc(-c2ccc(OC(F)(F)F)cc2)o1 | 0 | -3 | 6 | -9 | 0.1 | 2 | -0.5 | -5 | -2 | i
O=C(Cc1ccsc1)NNC(=O)c1ccc(F)cc1 | 0 | 5 | -20 | -2 | -0.2 | -11 | -0.5 | 3 | -1 | i
Cc1ccc(/C=N/Nc2ccc(F)cc2F)s1 | 2 | -2 | 4 | 2 | 4.1 | -5 | -0.6 | -1 | -6 | i
O=C1CC(c2c(F)cccc2Cl)C(n2cncn2)C(O)=C1C1NCCc2ccccc21 (stereo unspecified) | -2 | 1 | 7 | 2 | -0.6 | -1 | -0.2 | -7 | 1 | i
Nn1c(SCc2cccc(C(F)(F)F)c2)nnc1-c1ccco1 | 1 | 1 | 0 | -4 | -0.7 | -7 | -0.6 | -8 | -6 | i
COc1cccc(-n2ccnc2SCC(=O)Nc2ccccc2F)c1 | 1 | 2 | -3 | -4 | -1.1 | -14 | -0.7 | -2 | 0 | i
CN(CCOc1ccc(F)cc1)Cc1ccccc1 | 2 | 7 | 10 | -5 | -1.9 | 8 | 0.4 | -12 | -5 | i

Source: PubChem (several laboratories)
